Compound activity (PubChem)
STAT3 activator: IL-6 driven STAT3 reporter potentiators, primary screen, U3A cells, luciferase, luminescence, MLSCN library. IL-6 STAT3-luciferase reporter; 100% = signal with IL-6 EC80 alone. activation (% of control), % at 5.6 µM. 190,000 tested, 0.91% active. AID 871, 2007;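 active = activation above the screen-wide mean of compound activation plus 3 SD, cut at about 130% in these data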;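 note: 0% = background luminescence of wells with medium and substrate only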
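Test system: human U3A cells carrying STAT3-luciferase construct; control set: IL-6-only wells as 100% reference; timing: compound pre-incubation 1 h before IL-6, then 6 h stimulation at 37 °C; also added: IL-6 stimulus at 33 ng/mL final; evaluation: % activation versus median of IL-6-stimulated wells; detection: reporter luminescence signal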
STAT1 blocker: STAT1 signaling inhibitors, primary screen, cell-based, HTS, luciferase reporter. inhibition, % at 5.5 µM. NIH 3T3 STAT1-luciferase reporter, IFN-gamma, luminescence. 200,000 tested, 0.35% active;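 active = inhibition above a set limit, the mean inhibition across all tested compounds plus 3 SD, cut at about 34% in these data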;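 note: 0% = IFN-gamma with DMSO and 100% = IFN-gamma with 300 µM nifuroxazide; values of inactives mirror those of a sister screen read the other way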
SRC2 TRFRET art: TR-FRET signal artefacts, primary screen, artefact control for PPARgamma SRC-2 agonist project, biochemical. TR-FRET artefact counter-screen; stronger effect = higher value. TR-FRET ratio at 8 µM. 200,000 tested, 0.4% active; in the data active = TR-FRET ratio above about 2000; note: inactives centre near 1500
RAM inhibit: inhibitors of the yeast RAM network, primary screen, dse1pr::URA3 reporter, 5-FOA selection; S. cerevisiae dse1pr::URA3 reporter, 5-FOA growth OD615, 2 d; analog-sensitive cbk1-as2 kinase mutant strain; inhibition, % at 50 µM; 190,000 tested, 1.8% active; AID 868, 2007;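 active = inhibition above a set limit, 3 SD over mean compound inhibition, cut at about 8.4% in these data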;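 note: 0% = DMSO-only wells with no growth and 100% = 10 µM 1-NA-PP1 full growth; inhibition rescues growth on 5-FOA so higher OD means more RAM inhibition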
PPARg SRC1 recr: PPARgamma agonists recruiting SRC-1 coactivator, primary screen, biochemical; Peroxisome proliferator-activated receptor gamma (Homo sapiens), P37231; PPARgamma-SRC-1 coactivator recruitment biochemical assay; activation, % at 8 µM; 200,000 tested, 0.41% active; in the data active = activation above about 19%;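 note: 0% = DMSO and 100% = reference agonist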
Target sequence (P37231 whole entry, looked up): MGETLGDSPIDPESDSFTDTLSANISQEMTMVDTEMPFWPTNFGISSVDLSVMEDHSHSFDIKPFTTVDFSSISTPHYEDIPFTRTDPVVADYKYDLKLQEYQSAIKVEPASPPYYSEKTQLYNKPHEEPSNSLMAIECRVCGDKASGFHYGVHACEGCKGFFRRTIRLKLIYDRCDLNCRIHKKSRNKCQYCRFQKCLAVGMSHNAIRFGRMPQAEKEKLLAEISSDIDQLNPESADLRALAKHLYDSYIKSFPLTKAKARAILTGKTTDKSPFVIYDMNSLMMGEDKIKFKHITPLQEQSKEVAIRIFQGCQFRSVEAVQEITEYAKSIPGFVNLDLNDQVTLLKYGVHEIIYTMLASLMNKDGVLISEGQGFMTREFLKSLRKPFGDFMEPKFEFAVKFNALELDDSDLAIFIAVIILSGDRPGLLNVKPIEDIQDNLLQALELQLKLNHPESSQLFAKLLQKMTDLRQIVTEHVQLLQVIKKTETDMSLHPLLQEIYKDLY
STAT3 inh: IL-6 driven STAT3 reporter inhibitors, primary screen, U3A cells, luciferase, luminescence, MLSCN library. IL-6 STAT3-luciferase reporter; host cell line lacks STAT1. inhibition, % at 5.5 µM. 190,000 tested, 0.89% active;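 active = inhibition above the mean inhibition across all screened compounds plus 3 SD, cut at about 44% in these data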;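 note: 0% = DMSO only wells and 100% = 100 µM nifuroxazide control wells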
TLR4-MyD88 BLA: inhibitors of TLR4-MyD88 association in cells, primary screen, cell-based, HeLa CL3-4, BLA complementation, FRET ratio. HeLa CL3-4 TLR4/MyD88 BLA complementation. inhibition, % at 8.4 µM. 200,000 tested, 0.18% active. AID 861, 2007; in the data active = inhibition above about 25%;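 note: 0% = vehicle and 100% = reference inhibitor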
PPARg SRC2 recr: agonists of PPARg-SRC-2 recruitment, primary screen, biochemical, HTS; PPARgamma LBD-SRC-2 recruitment; AID 1032, 2008; Peroxisome proliferator-activated receptor gamma (Homo sapiens), P37231; activation, % at 8 µM; 200,000 tested, 0.34% active; in the data active = activation above about 22%;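 note: 0% = vehicle and 100% = reference agonist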
PPARg SRC3 recr: PPARgamma agonists recruiting SRC-3 coactivator, primary screen, biochemical; biochemical PPARgamma/SRC-3 coactivator recruitment assay; activation, % at 8 µM; Peroxisome proliferator-activated receptor gamma (Homo sapiens), P37231; 200,000 tested, 0.26% active; in the data active = activation above about 23%;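 note: 0% = DMSO and 100% = reference agonist; some compounds past the cut are filed as inactive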
S1P3 antag: S1P3 receptor antagonists, primary screen, cell-based | Sphingosine 1-phosphate receptor 3 (Homo sapiens), Q99500 | CHO S1P3 NFAT-BLA reporter, FRET fluorescence, antagonist mode | inhibition, % at 4.98 µM | 170,000 tested, 0.27% active | AID 485, 2006;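 active = inhibition above the plate cutoff, the mean inhibition of test wells on that plate plus 3 SD, cut at about 28% in these data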;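 note: cells challenged with S1P at its EC80 of 0.8 µM; blue over green emission ratio from cleaved BLA substrate after 4 h stimulation; 0% = S1P-stimulated wells and 100% = unstimulated DMSO-only wells; some compounds past the cut are filed as inactive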
Target sequence (Q99500 whole entry, looked up): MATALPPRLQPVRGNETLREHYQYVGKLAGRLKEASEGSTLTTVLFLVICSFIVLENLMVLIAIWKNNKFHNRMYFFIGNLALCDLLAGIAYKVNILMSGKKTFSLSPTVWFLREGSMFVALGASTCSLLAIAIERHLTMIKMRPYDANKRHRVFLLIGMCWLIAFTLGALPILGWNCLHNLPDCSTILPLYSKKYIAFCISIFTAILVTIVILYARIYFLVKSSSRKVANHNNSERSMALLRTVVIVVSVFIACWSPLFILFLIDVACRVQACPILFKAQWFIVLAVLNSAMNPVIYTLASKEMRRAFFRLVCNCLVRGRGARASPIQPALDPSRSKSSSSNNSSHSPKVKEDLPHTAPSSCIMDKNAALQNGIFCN
ROMK mod: ROMK potassium channel modulators, primary screen, cell-based, thallium flux, MLSMR library | ATP-sensitive inward rectifier potassium channel 1 (Homo sapiens), P48048 | Tet-inducible ROMK, thallium flux fluorescence; actives lie on both sides | B-score at 10 µM | 130,000 tested, 2% active | AID 1918, 2009;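 active = signal ratio slope over the read window, or its plate-corrected B-score, at least 3 SD from the plate mean, either direction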;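 note: B-score of the F/F0 ratio slope over 7 to 12 s after thallium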
Active calls of the source: *.

`O=C(Cc1ccccc1)Nc1ccc(C(=O)NCC2COc3ccccc3O2)cc1` (stereo not drawn) gave STAT3 activator 111, STAT1 blocker -4, SRC2 TRFRET art 1588, RAM inhibit 1.3, PPARg SRC1 recr -4, STAT3 inh -11, TLR4-MyD88 BLA 4, PPARg SRC2 recr -2, PPARg SRC3 recr -7, S1P3 antag 0 and ROMK mod -0.76.
Screening CCN(CC)S(=O)(=O)c1ccc(N2CCCC2)c(NS(=O)(=O)c2ccc(F)cc2)c1 returned STAT3 activator 95, STAT1 blocker -1, SRC2 TRFRET art 1624, RAM inhibit 9.8*, PPARg SRC1 recr -6, STAT3 inh 6, TLR4-MyD88 BLA -11, PPARg SRC2 recr 0, PPARg SRC3 recr 1, S1P3 antag 2 and ROMK mod -2.3.
Screening CN(C)S(=O)(=O)c1ccc(Cl)c(NC(=O)COc2ccccc2[N+](=O)[O-])c1 returned STAT3 activator 98, STAT1 blocker 4, SRC2 TRFRET art 1600, RAM inhibit 2.9, PPARg SRC1 recr -2, STAT3 inh 0, TLR4-MyD88 BLA -19, PPARg SRC2 recr 3, PPARg SRC3 recr 4, S1P3 antag 4 and ROMK mod 0.93.
Screening CC(=O)n1cc([C@H]2C=C(C(=O)N3CCN(Cc4ccccc4)CC3)O[C@@H](OCc3ccc(CO)cc3)C2)c2ccccc21 returned STAT1 blocker -2, SRC2 TRFRET art 1604, RAM inhibit 1.4, PPARg SRC1 recr 6, TLR4-MyD88 BLA -11, PPARg SRC2 recr 12, PPARg SRC3 recr 2 and S1P3 antag -11.
COc1cccc(C(=O)/C=C/c2ccc(OCC#N)c(OC)c2)c1 was read as STAT3 activator 96, STAT1 blocker -3, SRC2 TRFRET art 1597, RAM inhibit 2.5, PPARg SRC1 recr 6, STAT3 inh 5, TLR4-MyD88 BLA 2, PPARg SRC2 recr -4, PPARg SRC3 recr 2 and S1P3 antag 9.
`CC(C)(C)Nc1c(N)c(=O)oc2ccccc12` gave STAT3 activator 105, STAT1 blocker 0, SRC2 TRFRET art 1339, RAM inhibit 0.5, PPARg SRC1 recr 1, STAT3 inh -3, TLR4-MyD88 BLA -8, PPARg SRC2 recr -12, PPARg SRC3 recr -2, S1P3 antag 13 and ROMK mod 0.43.
Screening O=C(OC1CCOC1=O)c1cc(-c2ccccc2)nc2ccccc12 (stereo not drawn) returned STAT3 activator 99, STAT1 blocker 0, SRC2 TRFRET art 1496, RAM inhibit 4.4, PPARg SRC1 recr -6, STAT3 inh 0, TLR4-MyD88 BLA -9, PPARg SRC2 recr -2, PPARg SRC3 recr 1 and ROMK mod -0.6.
Screening Cc1nn(Cc2c(F)c(F)c(F)c(F)c2F)c(C)c1NC(=O)c1cccc(COc2ccccc2Cl)c1 returned STAT3 activator 76, STAT1 blocker -4, SRC2 TRFRET art 1377, RAM inhibit 3.8, PPARg SRC1 recr -5, STAT3 inh 32, TLR4-MyD88 BLA 12, PPARg SRC2 recr -3 and PPARg SRC3 recr -13.
O=C(Nc1ccc(N2CCOCC2)cc1)c1ccc(-c2ccccc2[N+](=O)[O-])o1 was read as STAT3 activator 93, STAT1 blocker -11, SRC2 TRFRET art 1759, RAM inhibit 6.5, PPARg SRC1 recr 8, STAT3 inh 12, TLR4-MyD88 BLA 5, PPARg SRC2 recr 6, PPARg SRC3 recr 7, S1P3 antag -10 and ROMK mod 3.5*.
`Cc1ccc(C(=O)Nc2ncc(Cc3ccc(F)cc3)s2)o1` gave STAT3 activator 93, STAT1 blocker -29, SRC2 TRFRET art 1399, RAM inhibit 2.1, PPARg SRC1 recr 5, STAT3 inh 13, TLR4-MyD88 BLA 11, PPARg SRC2 recr -1, PPARg SRC3 recr -6 and S1P3 antag 41.
O=C(N1CCOCC1)N1CCC(c2nc(-c3ccc(S(=O)(=O)N4CCOCC4)cc3)no2)CC1 was read as STAT3 activator 103, STAT1 blocker -5, SRC2 TRFRET art 1301, RAM inhibit 1.7, PPARg SRC1 recr -4, STAT3 inh -4, TLR4-MyD88 BLA -13, PPARg SRC2 recr 0, PPARg SRC3 recr 0 and ROMK mod -0.34.
For O=S(=O)(c1ccc(Cl)cc1)N1CCN(S(=O)(=O)N2CCCCCC2)CC1 the results were STAT3 activator 102, STAT1 blocker -3, SRC2 TRFRET art 1673, RAM inhibit 0.7, PPARg SRC1 recr 7, STAT3 inh 5, TLR4-MyD88 BLA -1, PPARg SRC2 recr 2, PPARg SRC3 recr -2, S1P3 antag -9 and ROMK mod -0.73.
For Cc1n[nH]c(C)c1S(=O)(=O)N1CCN(c2ccccn2)CC1 the results were STAT3 activator 97, STAT1 blocker 3, SRC2 TRFRET art 1505, RAM inhibit -0.5, PPARg SRC1 recr -3, STAT3 inh 4, TLR4-MyD88 BLA -6, PPARg SRC2 recr -2, PPARg SRC3 recr -11 and ROMK mod -0.29.
`COc1ccc(CC(=O)NCC2(c3ccc(OC)c(OC)c3)CCOCC2)cc1` gave STAT3 activator 99, STAT1 blocker 0, SRC2 TRFRET art 1311, RAM inhibit -0.5, PPARg SRC1 recr -5, STAT3 inh 6, TLR4-MyD88 BLA -3, PPARg SRC2 recr 4, PPARg SRC3 recr 11 and ROMK mod 0.22.
For COc1ccc(Nc2nnc(SCC3CCCCO3)s2)cc1 (stereo not drawn) the results were STAT3 activator 110, STAT1 blocker -1, SRC2 TRFRET art 1582, RAM inhibit 0.4, PPARg SRC1 recr 5, STAT3 inh -10, TLR4-MyD88 BLA -13, PPARg SRC2 recr -1, PPARg SRC3 recr 0, S1P3 antag 6 and ROMK mod -0.78.

A stretch from the list above:
`COc1ccc(CC(=O)NCC2(c3ccc(OC)c(OC)c3)CCOCC2)cc1` gave STAT3 activator 99, STAT1 blocker 0, SRC2 TRFRET art 1311, RAM inhibit -0.5, PPARg SRC1 recr -5, STAT3 inh 6, TLR4-MyD88 BLA -3, PPARg SRC2 recr 4, PPARg SRC3 recr 11 and ROMK mod 0.22.
For COc1ccc(Nc2nnc(SCC3CCCCO3)s2)cc1 (stereo not drawn) the results were STAT3 activator 110, STAT1 blocker -1, SRC2 TRFRET art 1582, RAM inhibit 0.4, PPARg SRC1 recr 5, STAT3 inh -10, TLR4-MyD88 BLA -13, PPARg SRC2 recr -1, PPARg SRC3 recr 0, S1P3 antag 6 and ROMK mod -0.78.

The results go on:
`O=C(O)/C=C/C(=O)Nc1ccccc1-c1ccccc1NC(=O)/C=C/C(=O)O` gave STAT3 activator 104, STAT1 blocker 1, SRC2 TRFRET art 1605, RAM inhibit 0.6, PPARg SRC1 recr 3, STAT3 inh -4, TLR4-MyD88 BLA 12, PPARg SRC2 recr 0, PPARg SRC3 recr 0, S1P3 antag -10 and ROMK mod 0.5.
`O=C(N/N=C/c1ccc(OCC(=O)N2CCCCC2)cc1)c1ccccc1` gave STAT3 activator 109, STAT1 blocker 5, SRC2 TRFRET art 1447, RAM inhibit 2.7, PPARg SRC1 recr 0, STAT3 inh -3, TLR4-MyD88 BLA -4, PPARg SRC2 recr 1, PPARg SRC3 recr 1 and ROMK mod -0.062.
`COc1cc(/C=N/n2nnnc2Nc2ccccc2)cc(OC)c1OC` gave STAT3 activator 107, STAT1 blocker 1, SRC2 TRFRET art 1344, RAM inhibit 0.9, PPARg SRC1 recr -9, STAT3 inh -9, TLR4-MyD88 BLA -10, PPARg SRC2 recr -2, PPARg SRC3 recr 0, S1P3 antag 10 and ROMK mod 1.3.
Screening COc1ccc(/C=C2\SC(=S)N(CC(=O)OCC(=O)Nc3ccc([N+](=O)[O-])cc3OC)C2=O)cc1 returned STAT3 activator 100, STAT1 blocker -4, SRC2 TRFRET art 1459, RAM inhibit 18*, PPARg SRC1 recr -1, STAT3 inh 7, TLR4-MyD88 BLA -6, PPARg SRC2 recr 0, PPARg SRC3 recr 5, S1P3 antag 2 and ROMK mod -0.071.
For CC(C)N(C(=O)c1ccc(C(=O)Nc2ccc([N+](=O)[O-])cc2)cc1)C(C)C the results were STAT3 activator 100, STAT1 blocker -11, SRC2 TRFRET art 1541, RAM inhibit 4.7, PPARg SRC1 recr -4, STAT3 inh 5, TLR4-MyD88 BLA 0, PPARg SRC2 recr 0, PPARg SRC3 recr -8, S1P3 antag 1 and ROMK mod 0.056.
Screening OCC1(Cc2ccccc2)CCCN(Cc2cnn(-c3ccccc3)c2)C1 (stereo not drawn) returned STAT3 activator 100, STAT1 blocker 10, SRC2 TRFRET art 1778, RAM inhibit -1.0, PPARg SRC1 recr 4, STAT3 inh 1, TLR4-MyD88 BLA 2, PPARg SRC2 recr 10, PPARg SRC3 recr 2, S1P3 antag -1 and ROMK mod -0.33.
For C/C(N)=C(/C#N)C(=O)CSc1nnc(Nc2ccccc2)s1 the results were STAT3 activator 108, STAT1 blocker -50, SRC2 TRFRET art 1778, RAM inhibit 1.7, PPARg SRC1 recr 2, STAT3 inh -9, TLR4-MyD88 BLA 0, PPARg SRC2 recr 7, PPARg SRC3 recr 3, S1P3 antag 5 and ROMK mod 0.44.
`Cc1cccc(OCCCC(=O)NCC(=O)Nc2cccc(C)c2C)c1` gave STAT3 activator 103, STAT1 blocker -3, SRC2 TRFRET art 1570, RAM inhibit 1.5, PPARg SRC1 recr 6, STAT3 inh 1, TLR4-MyD88 BLA -10, PPARg SRC2 recr 8, PPARg SRC3 recr 5, S1P3 antag -4 and ROMK mod 0.092.
`C#CCOCCOCCOCCNc1nc(N2CCN(C(=O)C([C@@H](C)CC)n3cc(C(N)CC(C)C)nn3)CC2)nc(N2CCN(C(=O)[C@H](CCC(=O)O)n3cc(C(N)[C@H](C)CC)nn3)CC2)n1` (stereo partly drawn) gave STAT1 blocker -6, SRC2 TRFRET art 1531, RAM inhibit -0.4, PPARg SRC1 recr 4, TLR4-MyD88 BLA -1, PPARg SRC2 recr -3, PPARg SRC3 recr -4 and S1P3 antag -5.
